# Bioassay records: PubChem BioAssay, National Center for Advancing Translational Sciences (NCATS)
# Pf growth 96h: inhibits malaria parasite growth, 96 h; P. falciparum luciferase reporter growth, 96 h; Potency, µM (highest dose often 28.7 µM), inactives show top-dose activity change, negative = inhibition, hits mostly inhibitors; 6.9% of 320,000 active; further: potency means the concentration at half of the fitted maximal effect; on the % scale 0 is the no-effect control and ±100 the full control effect
#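 Two-generation exposure (96 h) targets delayed-death phenotype. Reporter parasites carrying integrated firefly luciferase, in red cells at 2% hematocrit and 0.05% parasitemia final, kept at 37 C, 5% CO2; luminescence loss indicates inhibition.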
# FBPA Giardia inh: inhibitors of Giardia lamblia fructose-1,6-bisphosphate aldolase. AID 2451. Potency, µM (doses to about 59.6 µM), without a hit: top-dose activity, negative = inhibition, most hits filed as inhibitors. purified Giardia FBPA. 0.71% of 290,000 active; further: potency means the concentration at half of the fitted maximal effect; on the % scale 0 is the no-effect control and ±100 the full control effect; nearly all actives have a fitted effect of over 55% in size
# Target sequence (A8B2U2 whole entry, looked up): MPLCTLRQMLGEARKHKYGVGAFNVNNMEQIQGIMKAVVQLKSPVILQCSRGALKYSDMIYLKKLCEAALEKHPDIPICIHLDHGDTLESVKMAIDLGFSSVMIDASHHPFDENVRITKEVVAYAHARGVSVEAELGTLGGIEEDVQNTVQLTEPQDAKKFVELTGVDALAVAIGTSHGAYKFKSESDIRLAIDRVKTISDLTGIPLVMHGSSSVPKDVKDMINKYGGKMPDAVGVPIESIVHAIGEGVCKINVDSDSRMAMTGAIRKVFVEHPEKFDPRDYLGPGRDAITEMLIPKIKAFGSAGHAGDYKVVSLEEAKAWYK
#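 40 nM FBPA preincubated 10 min at RT with compound (up to 57.5 uM final), then substrate plus GAPDH/TPI/NAD/arsenate coupling and diaphorase/resazurin added. Fluorescence read after 20 min at RT, 525/598 nm.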
# Cycloheximide cs: counter-screen for Shiga toxin inhibitors: cycloheximide protein synthesis inhibition | cell reporter, cycloheximide protein synthesis inhibition counterscreen | max response, % | 12% of 300,000 active | AID 2314; in the data active means max response mostly above about 13%, no sharp cut-off; inactive means mostly below about 14%; further: read at 38.3 µM for the half of the compounds with a filed dose; 0% is about no effect
# HCV inhibitor: inhibitors of hepatitis C virus infection. Potency, µM (top dose mostly 41.8 µM), inactives show at the top dose activity change, negative = inhibition, actives largely listed as inhibitors. AID 651820. 3.4% of 340,000 active. Huh7.5.1 HCVcc-Cre infection, luciferase reporter, 44 h; further: potency means the concentration at half of the fitted maximal effect; on the % scale 0 is the no-effect control and ±100 the full control effect
#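 Infectious HCV cell culture screen: compound-treated cells (1,000/well, pre-plated 4 h) are infected with HCVcc-Cre at roughly 0.5 moi and grown 44 h. Infection is quantified by luciferase signal after 15 min substrate incubation at room temperature.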
# Pf growth 48h: P. falciparum growth inhibition at 48 hours (one generation); AID 504832; 5.9% of 310,000 active; Potency, µM (doses to about 28.7 µM), without a hit: at the highest dose activity change, negative = inhibition, actives largely listed as inhibitors; P. falciparum luciferase growth in erythrocytes, 48 h; further: potency means the concentration at half of the fitted maximal effect; on the % scale 0 is the no-effect control and ±100 the full control effect
#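 Growth was read as firefly luciferase luminescence after a 48 h, 37 C, 5% CO2 exposure of compounds to reporter-bearing P. falciparum cultures (0.1% parasitemia, 2% hematocrit final) in Albumax-supplemented RPMI 1640.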
# Shiga toxin inh: inhibitors of Shiga toxin in Vero cells; inhibition, % at 38.7 µM; 9.2% of 290,000 active; AID 2315; Vero cells, Shiga toxin protein synthesis inhibition reporter; in the data active means inhibition mostly above about 28%, no sharp cut-off; inactive means mostly below about 43%; further: 0% is about no effect
# The depositor's hits bear a star; ? = inconclusive; . = not tested or not shown; & = joins results of further samples; [ ] = dose if it differs, or a comment. Unless noted, the call rests on the fitted dose curve; in most records, active means well fitted curve in the direction sought with a large enough effect; inconclusive means small, poorly fitted or top-dose-only effect, or another doubt; inactive means no such curve, though single readings can be large; an effect the other way counts as inactive or inconclusive.
SMILES,Pf growth 96h,FBPA Giardia inh,Cycloheximide cs,HCV inhibitor,Pf growth 48h,Shiga toxin inh
Cc1cccc(C)c1NC(=O)CN(C)C(=O)c1ccccc1Cc1ccccc1,?,.,.,2%,?,.
Clc1ccccc1CN1CCN(/N=C/C=C\c2ccco2)CC1,22%,1%,16*,1%,43%[activator],69*
CCN1CCN(c2cc3c(nn2)Oc2ccccc2N3C)CC1,14%,2%,49*,?,139%[activator],52*
O=C(NN=C1CCCCCC1)c1ccc(Cl)s1,-21%,-7%,10,17%,40%[activator],12
Cc1ccc(S(=O)(=O)c2cnc(-c3ccccc3)nc2N2CCN(C)CC2)cc1,10µM*,-1%,-2,?,?,7
CCOC(=O)c1cc(CC)sc1N,1%,0%,15,-9%,11%,16
COC(=O)c1cccc(C23CC4(C2)[C@H](CN(CC2CCCCC2)[C@@H]4c2ccccc2)C3c2ccccc2)c1 (some centres not stated),4.1µM*,0%&5%,-7,-14%[8.37 µM],10µM*,16
CC1CCCCC1NC(=O)c1nn(C)c(=O)c2ccccc12 (configuration not stated),-6%,1%,-1,-5%,?,11
O=C(CCn1c(=O)oc2ccccc21)N1CCOCC1,?,-2%,-5,3%,4%,-4
Cc1cc(C)c2nc(N(CCCN(C)C)C(=O)c3ccc(S(=O)(=O)N4CC(C)OC(C)C4)cc3)sc2c1 (configuration not stated),?,.,.,?,?,.
CCOC(=O)Cn1cnc2c(nnn2-c2cccc(Cl)c2)c1=O,29%,5%,-1,11%,35%[activator],39
C(=N\c1nc2ccccc2n1CCN1CCCCC1)/c1cccs1,?,-8%,3,-7%,11%,-5
CN(c1cccc(NC(=O)c2ccc(Cl)c(S(=O)(=O)N3CCOCC3)c2)c1)S(C)(=O)=O,?,.,1,0%,?,-5
CC(=C/C(=O)O)/C=C/c1ccc(Cl)o1,2%,-3%,50*,2%,16%,78*
COc1ccc(N2CCN(C(=O)CCCn3nnnc3CN3CCOCC3)C(C)C2)cc1 (configuration not stated),12µM*,-2%,5,10%,-9%,-11
COc1ccc(NC2=CC(c3ccccc3)N(c3ccc(OC)cc3)C2=O)cc1 (configuration not stated),5%,-4%&-8%,5,?,-7%,65*
Cc1cccc(OCC(=O)Nc2ccc(N3CCN(C(=O)c4ccco4)CC3)cc2)c1,4%,-2%,-2,?,9.3µM*,17
Cc1cccc(NS(=O)(=O)c2c(C)n[nH]c2C)c1,-4%,-8%,-2,-3%,3%,14
CC(/C=C1\SC(=S)N(NC(=O)c2ccccc2C)C1=O)=C\c1ccccc1,?,-19%,-1,5%,?,-14
C=C1C(O)C[C@H]2C(=C)CCC3[C@H](OC(=O)[C@]3(O)CO)[C@@H]12 (some centres not stated),-13%,-7%,-1,5%[8.37 µM],-2%,20
CCc1cccc(NC(=O)CSc2nnc(Cc3ccc(OC)cc3)c(=O)[nH]2)c1,?,.,.,22%,14%,.
CN(C)c1ccc(NS(=O)(=O)c2ccc(-c3csnn3)cc2)cc1,21%,-8%,3,?,10%,11
CC1CCN(C(=O)C2(NC(=O)Nc3cccc(F)c3)CCCCC2)CC1,-99%,-2%,-3,6%,14%,-4
Nc1ccc2c(c1)C(=O)N(CC1CCCO1)C2=O (configuration not stated),.,5%,15,-1%,59%[activator],35
CC(C)Cc1nc(N2CCC(C(N)=O)CC2)c2nnn(Cc3ccccc3)c2n1,10µM*,22%,0,-16%,15µM*,14
Cc1ccc(NC(=O)COC(=O)c2ccc(S(=O)(=O)N3CCCC3)cc2)cc1,32%[activator],.,.,15%,28%,.
COc1ccc(NC(=O)c2cc(-c3cc(C)ccc3O)n[nH]2)cc1Cl,?,5%,8,?,2.1µM*,17
COc1ccc(S(=O)(=O)N2CCN(c3ccccn3)CC2)cc1OC,44%[activator],22%,0,-1%,2%,-6
O=C(NC1CCN(C(=S)NCc2ccco2)CC1)c1cccc(F)c1,18%,-3%,-2,5%,8%,-5
Cc1nc(SCc2ccc(Br)cc2)[nH]c(=O)c1C,-1%,-14%,-2,?,5%,1

# Ordered by formula weight (highest first): part of the list above.
SMILES,Pf growth 96h,FBPA Giardia inh,Cycloheximide cs,HCV inhibitor,Pf growth 48h,Shiga toxin inh
Cc1cccc(OCC(=O)Nc2ccc(N3CCN(C(=O)c4ccco4)CC3)cc2)c1,4%,-2%,-2,?,9.3µM*,17
CC(/C=C1\SC(=S)N(NC(=O)c2ccccc2C)C1=O)=C\c1ccccc1,?,-19%,-1,5%,?,-14
CC(C)Cc1nc(N2CCC(C(N)=O)CC2)c2nnn(Cc3ccccc3)c2n1,10µM*,22%,0,-16%,15µM*,14

# Other records
SMILES,Pf growth 96h,FBPA Giardia inh,Cycloheximide cs,HCV inhibitor,Pf growth 48h,Shiga toxin inh
O=C(OCc1nc2ccccc2s1)c1cccs1,4%,-10%,52*,15%,108%[activator],92*
CN(C)S(=O)(=O)c1cccc(NC(=O)c2ccc3c(c2)OCCO3)c1,-5%,.,.,?,57%[activator],.
N/C(=N\NC(=O)c1ccccc1Cl)c1cc2ccccc2oc1=O,19%,?,32,17%,21%,49
COc1cc(NC(=O)CNC(=O)Cn2ccc3ccccc3c2=O)cc(OC)c1OC,?,-6%,-1,-21%,5%,13
CCOC(=O)Nc1c2ccccc2nc2ccccc12,10µM*,-1%,3,-26%,15µM*,13
CCn1c(COc2ccccc2OC)nc2ccccc21,84%[activator],-10%,13*,8%,12%,12
COc1ccc(NC(=O)C2(c3ccc(NC(=O)c4ccc(OC)c(OC)c4)cc3)CCCC2)cc1,10%,1%,-1,?,43%[activator],-4
CCOC(=O)c1sc(N)c(C(=O)OCC)c1C,64%[activator],1%,51*,-21%,66%[activator],81*
Cc1scc(C(=O)NNC(=S)NCC2CCCO2)c1C (configuration not stated),38%[activator],-6%,8,13%,73%[activator],20
Cc1ccc(C)n1-c1cccc(S(=O)(=O)N2CCOCC2)c1,13µM*,1%,11,-23%,?,7
CC(C)(C)c1ccc(C(=O)Nc2ncn[nH]2)cc1,36%[activator],-11%,33*,16%,42%[activator],75*
CNC(=S)NNc1nncc2ccccc12,?,-19%,8,18%,11%,21
COc1cc(NC(=O)c2ccco2)c(OC)cc1NC(=O)Nc1ccccc1Cl,?,-18%,4,?,?,-12
CCOc1ccc(Cl)cc1/C=N/NC(=O)CNC(=O)c1ccccc1,0%,?,-6,-11%,-4%,-5
COc1ccc(N2CCC(CNS(=O)(=O)c3cccc(C(F)(F)F)c3)C2)cc1 (configuration not stated),?,?,3,?,?,-3
Cc1cc(C)c(NC(=O)CS(=O)CC(=O)NCCCc2ccccc2)c(C)c1 (configuration not stated),3%,3%,-1,-4%,1%,-13
NC(=O)c1ccccc1NC(=O)CN1CCN(Cc2ccccc2)CC1,1%,0%,12,3%,.,-4
CCc1cc(C)cc(OCCOc2ccccc2/C=N/NC(C)=O)c1,3%,8%,1,4%,-12%,-4
CC(=O)N/C(=C\c1ccccc1)C(=O)OCC(=O)NC1CCCC1,-13%,1%,-1,5%,20%,-6
O=C(Cn1cc([N+](=O)[O-])ccc1=O)NC1CCCCC1,-21%,.,.,-9%,11%,.
CN(C)/C=N/c1ncnc2c1cnn2-c1ccc(C(F)(F)F)cn1,17%,7%,41*,26%&3%,41%[activator],77*
N#Cc1ccc(C(=O)NC23CC4CC(CC(C4)C2)C3)cc1,1%,4%,-4,24%,.,-6
COc1ccc(C(C(=O)NC2CCCC2)N(C(=O)c2snc(C(N)=O)c2N)C2CCCC2)cc1OC (configuration not stated),99%[activator],.,-6,-2%,?,-9
COc1cc(C(=O)Nc2sc3c(c2C(=O)O)CCC3)cc(OC)c1OC,4%,-18%,-3,-13%,-3%,25
Cc1cc(N2C(=O)CCC2=O)ccc1NC(=O)c1cccs1,-42%,0%,-3,4%,.,-18
Cc1ccc(SCCC(=O)Nc2ccccc2C(=O)NC(C)C)cc1,?,7%,4,2%,?,-6
C#CCOc1ccc(/C=C2/C(=O)ON=C2C)cc1Br,0%,-22%,11,6%,19%,18
Fc1ccc(-n2c(Cc3ccccc3)nnc2SCc2nc(-c3cccs3)no2)cc1,-27%,8%,7,-22%,10µM*,-2
Cc1ccc(Oc2cc(NN3CCCCC3)c([N+](=O)[O-])cc2[N+](=O)[O-])c([N+](=O)[O-])c1,?,-3%,-3,-1%,-6%,5
Cc1ncc(CSCC(=O)Nc2cc(C(F)(F)F)ccc2Cl)c(CO)c1O,-1%,-4%,-1,0%,.,33

# The closing 2 compounds of the part before come first, to join the parts:
SMILES,Pf growth 96h,FBPA Giardia inh,Cycloheximide cs,HCV inhibitor,Pf growth 48h,Shiga toxin inh
Cc1ccc(Oc2cc(NN3CCCCC3)c([N+](=O)[O-])cc2[N+](=O)[O-])c([N+](=O)[O-])c1,?,-3%,-3,-1%,-6%,5
Cc1ncc(CSCC(=O)Nc2cc(C(F)(F)F)ccc2Cl)c(CO)c1O,-1%,-4%,-1,0%,.,33
O=C(c1ccco1)N1CCC(c2nc(-c3ccc(F)cc3)no2)CC1,4%,9%,6,?,.,24
CC(C(=O)O)c1ccc2c(c1)[nH]c1ccc(Cl)cc12 (configuration not stated),?,16%&11%,-4,8%,0%&-15%,5
Cc1ccccc1Cn1c(C)nc2ccc([N+](=O)[O-])cc2c1=O,?,8%,-3,-14%,-9%,-16
COc1ccc(NC(=O)CCNS(=O)(=O)c2cccc3nsnc23)c(OC)c1,6%,6%,-4,0%,21%,-13
O=C(NCCCO)/C(=C\c1ccco1)NC(=O)c1ccc(Br)o1,-20%,-22%,-3,11%,0%,-1
O=[N+]([O-])c1ccc(N2CCN(S(=O)(=O)c3ccc(Cl)cc3)CC2)cc1NCC1CCCO1 (configuration not stated),6%,.,-3,.,-9%,6
Cc1ccc(S(=O)(=O)N2CCN(Cc3ccco3)CC2)c(C)c1,?,.,13,-7%,?,-14
COc1ccc(-c2cc(-c3ccc(O)cc3)nc(N)c2C#N)cc1OC,?,-6%,1,?,-5%,37
CCOC(=O)C1=C(COC(=O)c2ccccc2[N+](=O)[O-])NC(=O)NC1C (configuration not stated),19%,.,.,-1%,-16%,.
Cc1c(C(=O)Nc2nccs2)oc2ccc(F)cc12,348%[activator],.,.,16%,326%[activator],.
CCOC(=O)c1cc(-c2ccc(N3CCOCC3)cc2)nn1-c1ccccc1,?,2%,13,?,?,-1
O=C(NC1CCSC1=O)c1ccc(Oc2ccc(F)cc2)nc1 (configuration not stated),12%,3%,-1,-1%,11%,-10
C/C(Cc1ccccc1)=N\NC(=O)c1ccc(F)cc1,?,25%,26*,-8%,15%,44
CCOC(=O)N1CCN(CC(O)c2ccccc2)CC1 (configuration not stated),28%,?,-1,12%,7%,-4

# Some of the entries above in a different format:
Compound: CCOC(=O)C1=C(COC(=O)c2ccccc2[N+](=O)[O-])NC(=O)NC1C (configuration not stated)
  Pf growth 96h: 19% | FBPA Giardia inh: . | Cycloheximide cs: . | HCV inhibitor: -1% | Pf growth 48h: -16% | Shiga toxin inh: .
Compound: Cc1c(C(=O)Nc2nccs2)oc2ccc(F)cc12
  Pf growth 96h: 348%[activator] | FBPA Giardia inh: . | Cycloheximide cs: . | HCV inhibitor: 16% | Pf growth 48h: 326%[activator] | Shiga toxin inh: .

# Compounds were not picked by outcome (roughly 24% active in at least one column).
